Epigenetic derep – regulators of epigenetic silencing causing reporter derepression in mouse cells. AID 1865. actives 0.2% (n = 280,000). Potency, µM (series often up to 53.9 µM), without a hit: top-dose GFP activation, actives largely listed as activators. murine LDR cells, GFP reporter derepression, 30 h; active = well fitted activation curve with a large enough effect; inconclusive = small, poorly fitted or top-dose-only effect; also: % of control where 0% means no effect; nearly all actives have a fitted effect of over 60% in size
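In this reporter-derepression format, murine cells bearing a silenced integrated CMV-GFP locus incubate with test compound (30 h, 37 C), then are washed and imaged; fluorescent objects of 20–120 um count as induced cells.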
Active calls of the source: *; ? = inconclusive. Potency is read from the fitted curve at half-maximal effect. An excerpt; count on the stated rates, not on these rows.

SMILES	Epigenetic derep
COc1ccc(-c2nnc(Nc3ccc(OCC(N)=O)cc3)c3ccccc23)cc1	-0.8%
COc1ccc(-c2cc(C(=O)Nc3c(Cl)cccc3Cl)no2)cc1OC	-1.8%
COc1ccccc1NC(=O)CCS(=O)(=O)c1cc2c3c(c1)CCN3C(=O)CC2	-2.1%
Cc1c2cnn(CC(=O)NC(C)C)c(=O)c2c(C)n1Cc1ccccc1Cl	1.1%
CCOC(=O)c1ccc(NC(=O)N2CC3CCCN3c3ccccc32)cc1 (centres undefined)	1.0%
CCCCNC(=O)CSc1nc2nc(C)c(Cc3ccccc3C)c(C)n2n1	-0.2%
Cc1c(NC(=O)Cc2ccc(Cl)cc2)cccc1-c1nc2cccnc2s1	1.4%
COc1ccc(NC(=O)CSc2nc3nc(C)cc(C)n3n2)cc1	3.3%
Cc1oc2ncn(CC(C)C)c(=O)c2c1C(=O)NCCc1ccc(Cl)cc1	-1.3%
CCOc1ccc(-c2cn3c(n2)sc2cc(C(=O)N4CCCC(C)C4)ccc23)cc1 (centres undefined)	11%
Cc1nc2c(c(C)c1CCC(=O)NCc1ccc(Cl)cc1)c(=O)n(C)c(=O)n2C	-0.3%
COc1ccc(OC)c(NC(=O)c2ccc(-c3nc(CSc4ccccc4)c(C)o3)cc2)c1	-1.5%

Exported with the structure last: seven of the compounds above.
Epigenetic derep	canonical_smiles
1.0%	CCOC(=O)c1ccc(NC(=O)N2CC3CCCN3c3ccccc32)cc1 (centres undefined)
-0.2%	CCCCNC(=O)CSc1nc2nc(C)c(Cc3ccccc3C)c(C)n2n1
1.4%	Cc1c(NC(=O)Cc2ccc(Cl)cc2)cccc1-c1nc2cccnc2s1
3.3%	COc1ccc(NC(=O)CSc2nc3nc(C)cc(C)n3n2)cc1
-1.3%	Cc1oc2ncn(CC(C)C)c(=O)c2c1C(=O)NCCc1ccc(Cl)cc1
11%	CCOc1ccc(-c2cn3c(n2)sc2cc(C(=O)N4CCCC(C)C4)ccc23)cc1 (centres undefined)
-0.3%	Cc1nc2c(c(C)c1CCC(=O)NCc1ccc(Cl)cc1)c(=O)n(C)c(=O)n2C

Shown with values ahead of the structure: entries from further up
Epigenetic derep | Molecule
1.4% | Cc1c(NC(=O)Cc2ccc(Cl)cc2)cccc1-c1nc2cccnc2s1
1.1% | Cc1c2cnn(CC(=O)NC(C)C)c(=O)c2c(C)n1Cc1ccccc1Cl

Next results
SMILES	Epigenetic derep
COc1ccc(-c2c(C)nn3c(C(F)(F)F)cc(-c4ccc(Br)cc4)nc23)cc1	-3.2%
CCCNC(=O)Cn1nc(-c2ccc(C)c(C)c2)c2cnc3ccc(F)cc3c21	0.0%
O=C(CCc1nc2cccnc2n1Cc1ccccc1)NCc1cccc(Cl)c1	-3.4%
Cc1ccc(C2=Nc3ccccc3N(CC(=O)Nc3ccccc3C)C(=O)C2)cc1C	16%
CC1=C(C(=O)Nc2ccccc2)C(c2ccccc2Cl)n2ncc(C(=O)Nc3cccc(C)c3)c2N1 (centres undefined)	-0.4%
Cc1ccc(NC(=O)CN2C(=O)COc3ccc(S(=O)(=O)N4CCCCCC4)cc32)cc1Cl	-3.7%
CCOC(=O)C1CCN(C(=O)CSc2n[nH]c(-c3ccc(F)cc3)n2)CC1	3.0%
Cc1cc(C)cc(OCC(=O)Nc2c(C(=O)c3ccccc3)oc3ccccc23)c1	-1.0%
CCn1c(CN2CCN(c3cccc(Cl)c3)CC2)nc2c1c(=O)[nH]c(=O)n2C	-1.6%
COc1ccc(NC(=O)c2ccc(-c3nc(COc4ccccc4)c(C)o3)cc2)cc1	-2.5%
COc1ccc(OC)c(C(=O)CN2C(=O)N(c3ccc(C)cc3)S(=O)(=O)c3ccccc32)c1	-1.3%
CCOc1ccccc1NC(=O)Cn1ncc2c(=O)oc3ccc(C)cc3c21	-3.1%
CC(=O)Nc1nonc1-c1nnc(SCc2ccc(C)cc2)n1C	-2.8%
CC1CCN(C(=O)C2COc3ccccc3C2)CC1 (centres undefined)	2.5%
Cc1c2cnn(CC(=O)N3CCN(c4ccc(F)cc4)CC3)c(=O)c2c(C)n1Cc1ccccc1F	9.3%
CCOc1ccc(C(=O)c2oc3ccccc3c2NC(=O)Cc2coc3cc(C)cc(C)c23)cc1	0.8%
COC(=O)c1cc2c(cc1NC(=O)c1cnn(-c3ccc(C)cc3)c1-n1cccc1)OCO2	2.1%
CCc1cccc(C)c1NC(=O)Cn1nc(C)c2nn(-c3ccc(Cl)cc3)c(C)c2c1=O	0.5%
CCOc1ccc(N(C)S(=O)(=O)c2cc(-c3cc(C)no3)ccc2OC)cc1	-0.1%
CCOC(=O)c1c(S(=O)(=O)N2CCCC(C(=O)N3CCN(c4cccc(C)c4C)CC3)C2)c(C)n(C)c1C (centres undefined)	-0.2%
COc1ccc(NC(=O)c2cc(C3CC3)nc3c2c(C)nn3-c2ccccc2)cc1OC	15%
COc1ccc(OC)c(-c2cc(C(=O)Nc3cccc(Cl)c3C)no2)c1	0.0%
CC(=O)c1ccc(NS(=O)(=O)c2ccc(-c3cnc(C4CC4)o3)cc2)cc1	-1.1%
COc1ccccc1CNC(=O)c1cccn1-c1nnc(N2CCCCC2)s1	-6.7%

Two compounds picked at random from the list so far, as already listed:
SMILES	Epigenetic derep
COc1ccc(OC)c(NC(=O)c2ccc(-c3nc(CSc4ccccc4)c(C)o3)cc2)c1	-1.5%
COC(=O)c1cc2c(cc1NC(=O)c1cnn(-c3ccc(C)cc3)c1-n1cccc1)OCO2	2.1%

Continued:
SMILES	Epigenetic derep
COc1cccc(CNC(=O)CSc2c3c(nc4ccc(Cl)cc24)CCCC3)c1OC	-0.8%
COC(=O)c1scc(-c2ccc(C)cc2)c1S(=O)(=O)N1CCN(c2cccc(OC)c2)CC1	0.0%
c1ccc(N2CCN(c3ncnc4c3nc3n4CCCC3)CC2)cc1	-0.2%
CCN(CC)CCNC(=O)c1ccc2c(c1)NC(=O)C(CS(=O)(=O)Cc1ccc(F)cc1Cl)N2 (centres undefined)	1.7%
COc1ccc(NC(=O)CC2C(=O)N(c3ccc(C)cc3)C(=O)N2CCc2ccccc2)cc1 (centres undefined)	4.1%
CC(C)c1nc2ccc(C(=O)NCc3ccc(N(C)C)cc3)cc2o1	-0.6%
COc1cccc(N2CCN(S(=O)(=O)c3ccc(-c4cc(C(F)(F)F)on4)s3)CC2)c1	0.5%
Cc1ccc(OCC(=O)N(Cc2ccc(N(C)C)cc2)CC2CCCO2)cc1C (centres undefined)	-2.1%
CCC1CCCCN1CCCNC(=O)c1cc2c(Cl)nc3ccc(C)cc3c2s1 (centres undefined)	-3.3%
COc1ccc(CC(=O)N2CCc3cc(OC)c(OC)cc3C2COc2ccc3c(C)cc(=O)oc3c2)cc1OC (centres undefined)	-1.1%
O=C(CC1N=C2c3ccccc3N=C(SCc3ccc(Cl)cc3)N2C1=O)NC1CCCCC1 (centres undefined)	1.3%
COCc1cc(C)nc2sc(C(=O)Nc3cc(C)ccc3F)c(N)c12	3.8%
Cc1ccc(-n2ncc3c(Nc4ccc5c(c4)OCCO5)ncnc32)cc1C	3.1%
Cc1csc2nc(COC(=O)c3ccc(F)cc3)cc(=O)n12	1.5%
Cn1c(=O)c2c(nc(NCCc3ccccc3)n2Cc2ccccc2Br)n(C)c1=O	-0.6%
CCc1ccc(NC(=O)CSc2ccc3nc(-c4ccc(OC)cc4)cn3n2)cc1	6.2%
COc1ccc(NC(=O)COCc2cc(-c3cccs3)on2)cc1	-1.1%
Cc1ccccc1C(=O)Nc1c(C)nc(Nc2ccccc2)nc1Nc1ccccc1	2.0%
Cn1c(=O)c2ccccc2n2c(CCC(=O)N3CCN(c4cccc(Cl)c4)CC3)nnc12	0.0%
Cc1cc(C)cc(S(=O)(=O)c2cn(C)c3cc(N4CCCC4)c(F)cc3c2=O)c1	-0.4%
COc1cccc(CNCCCSc2nnnn2C)c1	-3.2%
Cc1cc(C)c2c(c1)c(C)cc1nnc(SCC(=O)c3ccc(F)cc3)n12	-3.2%
COc1cccc(CNC(=O)CCn2cnc3ccccc3c2=O)c1	2.2%
COC(=O)c1cc2oc(C)cc2n1Cc1ccccc1Cl	1.1%
Cc1sc2c(c1C)c(=O)n(-c1ccc(Cl)cc1)c(=O)n2Cc1c(F)cccc1Cl	?
Cc1cc(NC(=O)Nc2nc3c(s2)CCCCCC3)ccc1Br	?
CC(=O)Nc1cccc(NC(=O)Cn2cnc3c(oc4ccccc43)c2=O)c1	2.8%
COc1ccc(CNC(=O)CCCn2c(SCC(N)=O)nc3cc4c(cc3c2=O)OCO4)cc1	-2.1%
CCCS(=O)(=O)c1nc(S(=O)(=O)c2ccc(C)cc2)c(NCCCOC(C)C)s1	?
Cc1nc2ccc(S(=O)(=O)CCC(=O)Nc3ccc(Cl)cc3)cc2s1	3.4%
Cc1ccc(-c2nn(-c3cccc([N+](=O)[O-])c3)c3c2cnc2ccc(F)cc23)cc1	-3.5%
COCCCNC(=O)c1ccc(-n2c(-c3ccccc3)cc3c2CCC(C)C3)cc1 (centres undefined)	9.5%
Cc1ccc2[nH]c(CSc3nnc(COc4ccccc4C)n3C)cc(=O)c2c1	-2.1%
Cc1ccc2nc(-c3ccncc3)c(Nc3ccc(C(C)C)cc3)n2c1	0.4%
CCS(=O)(=O)Nc1cc(-c2cn3ccc(C)cc3n2)ccc1C	5.0%
Cc1ccc(NC(c2nnc(-c3ccccc3)o2)c2ccccc2F)c(Cl)c1 (centres undefined)	0.0%
COc1cccc(-c2nc(S(=O)(=O)c3ccccc3)c(NCc3ccccc3)o2)c1	-7.9%
Cc1c(Cl)ccc2sc(N3CCN(C(=O)C(C)C)CC3)nc12	4.2%
Cc1cccc(Nc2nnc(-c3ccc(C)c(S(=O)(=O)N4CCCCC4)c3)c3ccccc23)c1	-0.8%
O=C(CSc1nc2nccnc2c(=O)n1CCc1c[nH]c2ccccc12)Nc1ccccc1F	1.1%
Cc1ccc(-n2c(=O)c3ccc(C(=O)NCc4ccccc4Cl)cc3n(Cc3cccc(F)c3)c2=O)cc1	?
CN(C)c1ccc(CNc2nc(-c3ccco3)nn2C(=O)c2cccc([N+](=O)[O-])c2)cc1	-3.2%
CC(C)c1ccc(S(=O)(=O)N2CCC(N3CCN(Cc4ccccc4)C(=O)C3=O)CC2)cc1	-1.6%
Cc1cc(O)c(C(c2ccccc2)N2CCC(C)CC2)c(=O)n1Cc1ccco1 (centres undefined)	0.0%
CCOc1ccc(/C=C/c2nc3ccccc3n2S(=O)(=O)c2cccc(Cl)c2)cc1	0.0%
COc1cccc(CNC(=O)CCc2c(C)nc3c4c(C)cc(C)nc4nn3c2C)c1	-3.5%
CCc1ccccc1N(C)S(=O)(=O)c1ccc2[nH]cc(C(=O)NCCOC)c(=O)c2c1	-1.1%
CCOc1ccc(NC(=O)CSC2=Nc3ccccc3C3=NC(CCC(=O)NCc4ccco4)C(=O)N23)cc1 (centres undefined)	-1.3%
O=C(NCC(c1ccc2c(c1)OCO2)N1CCN(c2ccccc2)CC1)C(=O)Nc1cccc(F)c1 (centres undefined)	0.8%
COC(=O)c1sccc1S(=O)(=O)N1CCN(c2ccccc2OC)CC1	0.0%
Cc1cc(C)c(/C=C/c2onc(C)c2S(=O)(=O)N2CCC(C(=O)NCC(C)c3ccccc3)CC2)c(C)c1 (centres undefined)	-1.7%
CC(=O)Nc1ccc(-c2nnc3n(CC(C)C)c(=O)c4ccccc4n23)cc1	-3.9%
Cc1ccccc1Nc1c(-c2ccc(Br)cc2O)nc2sccn12	-0.9%
COc1ccc(NC(=O)C2=C(C)Nc3ncnn3C2c2ccccn2)cc1 (centres undefined)	0.0%
COc1ccc(Cl)cc1NC(=O)Cn1ccn(Cc2ccc(C)cc2)c(=O)c1=O	0.0%
Cc1cc(Nc2cccc(Cl)c2)nc2ccc(NC(=O)c3cccc(N(C)C)c3)cc12	-0.2%
CCN(CC)S(=O)(=O)c1ccc2c(c1)c(=O)c(C(=O)N1CCN(c3cccc(C)c3)C(C)C1)cn2C (centres undefined)	-0.2%
COc1cccc(NC(=O)N2CCN3CCCCC3C2)c1 (centres undefined)	-2.7%
Cc1ccc(CNC(=O)CSc2nc3c(sc4ccccc43)c(=O)n2CCCC(=O)NCCO)cc1	-1.1%
COc1ccccc1CNC(=O)CSc1nc2nc(C)c(Cc3ccccc3C)c(C)n2n1	0.0%

Quoted from the listing.
Epigenetic derep, `COc1ccc(CNC(=O)CCCn2c(SCC(N)=O)nc3cc4c(cc3c2=O)OCO4)cc1` : -2.1%
Epigenetic derep, `Cc1cc(Nc2cccc(Cl)c2)nc2ccc(NC(=O)c3cccc(N(C)C)c3)cc12` : -0.2%

Next part:
SMILES	Epigenetic derep
CCOCCCNC(=O)N1CCN(S(=O)(=O)c2ccc3c(ccn3C)c2)CC1	0.0%
O=C(CN1C(=O)C2(SCC(=O)N2c2cccc(Cl)c2)c2ccccc21)NCc1ccccc1 (centres undefined)	-1.3%
COc1ccc(CNC(=O)C(=O)NCC(c2ccco2)S(=O)(=O)c2ccc(C)cc2)cc1 (centres undefined)	4.6%
CCc1ccccc1N1C(=O)N(Cc2cc(=O)n3ccccc3n2)c2ccccc2S1(=O)=O	-0.2%
COc1cccc(NC(=O)Cn2c(=O)oc3cc(S(=O)(=O)N4CCCCC4)ccc32)c1	0.0%
CCc1nn2c(=O)cc(COC(=O)c3cccc(NC(=O)COc4ccccc4)c3)nc2s1	-4.6%
Cc1ccc(C(=O)Nc2cccc3cccnc23)cc1Cl	0.0%
CC1=C(C(=O)OCc2ccc(C)cc2)C(c2ccccc2F)CC(=O)N1 (centres undefined)	-1.0%
Cc1nc2ccn(Cc3ccco3)c(=O)c2cc1C(=O)N1CCN(c2ccccc2F)CC1	0.0%
CN(C)c1ccc(C(=O)Nc2ccc(-c3nc4ccccc4o3)cc2)cc1	-1.6%
Cc1ccc(NC(=O)Nc2ccc3c(c2)N(C)C(=O)c2ccccc2S3)c(C)c1	-3.8%

Source: PubChem
